PRMT1 FP inh: inhibitors of human PRMT1; Q99873; recombinant PRMT1, activity-based probe fluorescence polarization; inhibition, % at 2.79 µM; hit rate 1.3% among 370,000;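 active means inhibition above about 21% made by adding two undisclosed values, limit read from the data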
TDP2 inh: blocks human TDP2 phosphodiesterase activity; O95551; recombinant TDP2, T5PNP hydrolysis, p-nitrophenol absorbance 415 nm; inhibition, % at 12.8 µM; hit rate 0.34% among 370,000;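 active means inhibition above the mean of all tested compounds plus 3 SD, set per campaign, cut at about 25% in these data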;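 further: 0% = DMSO with enzyme and 100% = buffer with substrate but no TDP2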
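System – recombinant human TDP2 · Amount – 120 nM TDP2 per well · Buffer or medium – Mg2+-containing Tris-HCl buffer, pH 7.5 · Reagent – T5PNP substrate, 5 mM · Dosing – 12.8 µM single point, 1% DMSO · Incubation – 2 h at 37 °C · Measured by – epi absorbance · Read-out basis – percent inhibition · Benchmarks – high control without enzyme, low control DMSO plus TDP2 · Repeats – singlicate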
TCR-CD3 inh: blocks the human TCR-CD3 interaction; hit rate 0.37% among 360,000; TAMRA-labeled TCR probe fluorescence, biochemical; inhibition, % at 9.4 µM; in the data active means inhibition above about 19%;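 further: recombinant mutant TCR 2C K166C tagged with TAMRA read by polarization; 0% = receptor in buffer alone and 100% = receptor with positive control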
PG9 binder: binds the HIV-1 gp120 antibody PG9 | TR-FRET gp120-PG9 antibody binding | hit rate 0.43% among 360,000 | inhibition, % at 6.7 µM; in the data active means inhibition above about 8.5%
rCAG RNA binder: binds r(CAG) RNA repeats. hit rate 1.3% among 370,000. inhibition, % at 3 µM. AID 651821. r(CAG) RNA repeat, TO-PRO-1 dye displacement fluorescence;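 active means inhibition above the plate cutoff, the mean of all test compounds on that plate plus 3 SD, cut at about 35% in these data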;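 further: 0% = DMSO alone and 100% = 100 µM mitoxantrone as full dye displacement; higher means more dye released from RNA so lower well fluorescence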
Rev-erbA mod: modulators of human Rev-erb alpha DNA binding; Rev-erbα–FITC-DNA binding, fluorescence polarization, 90 min; activity, % at 10 µM; AID 1259318; P20393; hit rate 0.79% among 370,000;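 active means activity above about 14%, limit read from the data; passing the limit was not always enough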;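 further: 0% = DMSO wells with 35 nM protein and 100% = DMSO wells with 750 nM protein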
Target sequence (P20393 whole entry, looked up): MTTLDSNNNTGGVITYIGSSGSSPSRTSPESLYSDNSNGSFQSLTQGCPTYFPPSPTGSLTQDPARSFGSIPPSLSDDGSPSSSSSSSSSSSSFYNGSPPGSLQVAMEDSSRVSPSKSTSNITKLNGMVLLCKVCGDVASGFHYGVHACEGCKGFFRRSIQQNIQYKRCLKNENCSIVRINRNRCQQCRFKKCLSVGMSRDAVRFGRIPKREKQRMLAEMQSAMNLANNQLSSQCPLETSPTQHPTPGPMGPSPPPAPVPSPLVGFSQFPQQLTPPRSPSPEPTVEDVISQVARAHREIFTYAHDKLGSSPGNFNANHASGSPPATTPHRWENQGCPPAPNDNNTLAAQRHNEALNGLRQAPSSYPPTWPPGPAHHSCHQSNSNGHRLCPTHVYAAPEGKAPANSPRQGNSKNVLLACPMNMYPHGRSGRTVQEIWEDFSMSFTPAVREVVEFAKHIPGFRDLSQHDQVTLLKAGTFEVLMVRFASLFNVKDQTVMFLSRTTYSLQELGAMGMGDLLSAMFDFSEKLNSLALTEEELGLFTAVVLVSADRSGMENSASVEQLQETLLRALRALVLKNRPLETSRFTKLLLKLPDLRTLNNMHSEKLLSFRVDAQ
SIAE inh: blocks human sialic acid acetylesterase. SIAE FP-Rh probe binding, fluorescence polarization. inhibition, % at 9.66 µM. Q9HAT2. hit rate 0.69% among 370,000. AID 1053197;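 active means inhibition above a cutoff: mean of compounds within the control limits plus 3 SD of those, cut at about 17% in these data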;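 further: 0% = plate median of compound wells and 100% = probe without SIAE protein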
HTRA1 inh: HTRA1 (human) protease inhibition. Q92743. recombinant HTRA1, FP-rhodamine activity-based probe, fluorescence polarization. inhibition, % at 5.96 µM. hit rate 0.5% among 340,000. AID 504803; in the data active means inhibition above about 36%;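 further: 0% = enzyme with DMSO and 100% = wells lacking enzyme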
ABHD4 inh: ABHD4 (mouse) inhibition, primary FP screen. Q8VD66. AID 720543. purified mABHD4, FP-Rh probe fluorescence polarization. inhibition, % at 8.92 µM. hit rate 0.54% among 370,000;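 active means inhibition exceeding the mean over every tested compound plus 3 SD, cut at about 30% in these data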;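 further: 0% = plate median of compound wells and 100% = S159A mutant with DMSO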
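system = mouse ABHD4 enzyme, wild type | medium = HEPES pH 7.0, NaCl, Pluronic buffer | also added = FP-Rh probe | incubation = Enzyme–compound pre-incubation 45 min, then probe 60 min, both 25 °C | technique = fluorescence polarization, excitation 525 nm, emission 598 nm, BODIPY TMR filters | controls = S159A mutant high control, sample median low control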
LEDGF integ inh: blocks HIV-1 LEDGF/p75-dependent DNA integration. inhibition, % at 3.7 µM. TR-FRET IN-LEDGF/p75 DNA integration, Eu/Cy5. hit rate 0.64% among 370,000. AID 743269;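 active means inhibition above the screen-wide mean plus 3 SD, cut at about 13% in these data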;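 further: signal is the Cy5 over europium emission ratio at 671 and 618 nm; 0% = plate median of compound wells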
An asterisk follows results filed as active; · = no result given. The list is partial. The share of hits here may be higher or lower than overall.

SMILES	PRMT1 FP inh	TDP2 inh	TCR-CD3 inh	PG9 binder	rCAG RNA binder	Rev-erbA mod	SIAE inh	HTRA1 inh	ABHD4 inh	LEDGF integ inh
CCOc1ccc2oc(C(=O)Nc3cc(C)ccn3)c(C)c2c1	-5	-2	5	-0.8	7	8	-6	-30	-2	6
COC(=O)C(Cc1ccc(O)cc1)NC(=O)C12CC3CC(CC(C3)C1)C2 (stereo not given)	-1	14	2	0.8	-1	7	-1	-3	-9	4
S=c1[nH]nc(COc2ccccc2)n1/N=C/c1ccncc1	-5	2	-4	-3.2	-1	-10	6	-9	0	1
COc1ccc(/C=N/NC(=O)c2cc(-c3ccc4c(c3)OCO4)n[nH]2)cc1OC	2	6	0	-2.0	6	-8	-26	-24	-6	-1
O=C1CC(=C2c3ccccc3-c3ccccc32)C(=O)N1CCN1CCN(c2cccc(Cl)c2)CC1	3	4	-3	-1.0	16	1	0	-12	3	0
COc1cc(/C=N\NC(=O)c2ccc(Cn3nc([N+](=O)[O-])c(Cl)c3C)o2)ccc1O	-3	-1	1	0.5	7	-1	-15	-8	3	1
Cc1cc(C)nc(N=Nc2c(O)n(Cc3ccc(Cl)cc3)c3ccccc23)n1	-2	4	1	-0.7	6	6	0	-11	-1	0
CC1=NN(c2nc(C)cc(C)n2)C(=O)C1CCC(C)C (stereo not given)	3	5	-4	1.7	-6	0	8	6	2	6
CC(/C=C/c1ccc2c(c1)OCO2)=N/NC(=O)CNc1ccc(C)cc1	-1	3	-1	-2.5	3	1	12	-4	7	-1
O=C(c1ccccc1)n1ccn(-c2ccccc2)c1=S	0	-3	2	-1.7	-2	-1	11	-5	2	0
COc1ccc(CC(=O)N2CCC(n3nccc3NC(=O)C3CCOC3)CC2)cc1 (stereo not given)	-3	-5	-5	0.2	2	3	-2	2	2	1
CCOC(=O)c1c(/N=C/N(C)C)sc(/C=N/Nc2ccccc2)c1-c1ccccc1Cl	6	5	-8	-1.6	7	6	3	-11	0	-3
O=C(Cc1noc2ccccc12)NNC(=S)Nc1ccc(Cl)cc1	0	-19	-9	-0.5	24	2	3	17	-1	5
COc1ccc(C2Nc3ccccc3C(=O)N2Cc2ccco2)cc1COc1ccc([N+](=O)[O-])cc1 (stereo not given)	2	-3	-5	-1.2	11	0	-7	-34	-4	-1
Cc1ccccc1-c1cc2nc(Nc3ccc(F)cc3)n(C)c(=O)c2s1	0	3	-1	-1.2	6	4	-15	·	-37	2
COc1ccccc1C(=O)NC(=O)CSc1nc(C)cs1	-3	16	1	-1.4	-1	-5	-4	-3	-5	4
COc1cccc(/C=N/n2cnc3c(cnn3-c3ccccc3)c2=O)c1	0	-8	3	0.3	-5	0	1	·	9	-6
CC(=O)C1=C(O)C(=O)N(Cc2cccnc2)C1c1ccc(Cl)cc1Cl (stereo not given)	1	14	-7	-0.8	-1	-1	1	-2	1	-4
COc1ccc(S(=O)(=O)Nc2ccc3c(c2)OCO3)cc1	1	9	-7	1.8	-2	-4	7	2	3	1
CCn1c(=O)n(CC)c2cc(S(=O)(=O)N3CCOCC3)ccc21	-3	8	-2	0.9	-3	5	6	1	1	2

3 of the compounds above, with values under each structure.
Values run as follows: PRMT1 FP inh	TDP2 inh	TCR-CD3 inh	PG9 binder	rCAG RNA binder	Rev-erbA mod	SIAE inh	HTRA1 inh	ABHD4 inh	LEDGF integ inh
O=C(c1ccccc1)n1ccn(-c2ccccc2)c1=S
 : 0	-3	2	-1.7	-2	-1	11	-5	2	0
COc1ccc(CC(=O)N2CCC(n3nccc3NC(=O)C3CCOC3)CC2)cc1 (stereo not given)
 : -3	-5	-5	0.2	2	3	-2	2	2	1
CCOC(=O)c1c(/N=C/N(C)C)sc(/C=N/Nc2ccccc2)c1-c1ccccc1Cl
 : 6	5	-8	-1.6	7	6	3	-11	0	-3

Going on with the list.
SMILES	PRMT1 FP inh	TDP2 inh	TCR-CD3 inh	PG9 binder	rCAG RNA binder	Rev-erbA mod	SIAE inh	HTRA1 inh	ABHD4 inh	LEDGF integ inh
CC1CN(S(=O)(=O)c2cccc(C(=O)N=c3sccn3C)c2)CC(C)O1 (stereo not given)	-2	-18	-4	-0.2	1	3	-6	-5	-6	2
COc1ccc(CNC(=S)NC(C)CCc2ccccc2)cc1 (stereo not given)	0	1	4	-0.2	-4	3	1	-17	-8	2
Cc1ccc(Oc2coc3cc(OC(=O)c4cccs4)ccc3c2=O)cc1	0	-4	4	-0.1	4	1	-9	70*	-10	0
O=C(CSc1nnc(-c2ccc(Cl)cc2)o1)NNC(=O)c1ccncc1	-3	7	2	-0.7	2	2	0	6	0	6
Cc1nc2ccc(NC(=O)C3(C)CCCN(C(C)C)C3)cc2o1 (stereo not given)	1	5	-2	-0.9	0	3	0	·	4	-2
CCc1cc(CNC(=O)CCc2nnc(CCCc3ccccc3)o2)on1	1	-3	2	-1.3	-4	0	-2	-5	5	0
CC(=O)Nc1ccc(/C=N/NS(=O)(=O)c2cc(C)ccc2C)cc1	-6	-5	0	-1.2	7	2	0	0	-4	2
COC(=O)c1cc(S(=O)(=O)N2CCC(C)CC2)ccc1F	-2	-3	4	0.3	-3	0	-2	-2	1	-3
CC(C)(C)Nc1nc(SCc2ccccc2)nc(N2CCOCC2)n1	2	-1	-9	0.4	-4	7	-9	-19	1	-3
Cc1cc(NC(=O)c2cccc(S(=O)(=O)N3CCCCCC3)c2)no1	-1	-3	-3	-0.3	-1	-4	7	-16	-10	2
CC(C)N=C(NS(=O)(=O)NC(=O)c1ccccc1)c1ccccc1	-5	6	-2	-0.5	0	6	-1	7	4	2
O=C(Nn1cc(C(=O)Nc2ccccc2F)c2ccccc2c1=O)c1cnccn1	-1	-15	-3	0.5	4	-3	0	8	-4	0
CCOc1cc(NC(=S)NCCCN2CCOCC2)c(OCC)cc1NC(=O)c1cccs1	2	-9	0	-3.4	-2	-1	3	-1	-4	9
Cc1c(O)ccc2c(-c3ccccc3)cc(=O)oc12	2	6	-1	0.0	-1	2	-3	-6	-11	-3
CCCCCCn1c(C(C)NC(=O)c2ccco2)nc2ccccc21 (stereo not given)	0	2	1	-0.7	-6	-3	6	-9	2	1
Cc1cccnc1NC(=O)C1CCN(S(=O)(=O)c2ccc3c(c2)CCC(=O)N3)CC1	-9	0	14	2.4	4	-2	-3	4	0	3
COc1ccc(CCNC2=NCCS2)cc1OC	2	7	-1	-0.5	-2	-4	2	9	0	0
Cc1cc(=O)oc(C)c1C(=O)NCC1CCCO1 (stereo not given)	0	4	9	-1.4	0	-2	1	6	3	-2
O=C(Cn1nnc(-c2ccc(NC(=O)c3ccccc3F)cc2)n1)NCc1ccc(F)cc1	-5	7	5	3.4	1	15	3	4	-3	2
CCN(C(=O)CSc1n[nH]c(-c2cc(Cl)ccc2OC)n1)C1CCS(=O)(=O)C1 (stereo not given)	2	-8	-9	0.1	-1	1	5	4	1	-6
CSCCC(NS(=O)(=O)c1ccccc1F)C(=O)NCCCn1nc(C)cc1C (stereo not given)	2	1	-2	1.0	-4	-4	-4	3	3	2
COc1cc(CCC(=O)Nc2ccc(Cl)c(C(F)(F)F)c2)cc(OC)c1OC	-3	2	2	2.0	-3	-1	-7	-16	-16	0
O=C(COC(=O)c1ccc[nH]c1=O)NC1CCCCCCC1	-1	12	-1	-1.9	-1	-5	18*	1	4	2

Quoted at random: 5 records from the list, in no set order.
SMILES	PRMT1 FP inh	TDP2 inh	TCR-CD3 inh	PG9 binder	rCAG RNA binder	Rev-erbA mod	SIAE inh	HTRA1 inh	ABHD4 inh	LEDGF integ inh
CC1CN(S(=O)(=O)c2cccc(C(=O)N=c3sccn3C)c2)CC(C)O1 (stereo not given)	-2	-18	-4	-0.2	1	3	-6	-5	-6	2
O=C(CSc1nnc(-c2ccc(Cl)cc2)o1)NNC(=O)c1ccncc1	-3	7	2	-0.7	2	2	0	6	0	6
Cc1ccccc1-c1cc2nc(Nc3ccc(F)cc3)n(C)c(=O)c2s1	0	3	-1	-1.2	6	4	-15	·	-37	2
Cc1cccnc1NC(=O)C1CCN(S(=O)(=O)c2ccc3c(c2)CCC(=O)N3)CC1	-9	0	14	2.4	4	-2	-3	4	0	3
COc1ccc(S(=O)(=O)Nc2ccc3c(c2)OCO3)cc1	1	9	-7	1.8	-2	-4	7	2	3	1
